Pf gametocyte: P. falciparum stage V gametocyte viability inhibition | P. falciparum stage V gametocytes, ATP luminescence, 24 h | inhibition, % at 10.9 µM | 150,000 compounds, 0.065% hits | AID 743093;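 active means inhibition above the mean plus 3 SD of compounds within the control limits, set per campaign, cut at about 38% in these data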;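 further: 0% = DMSO wells and 100% = medium only without gametocytes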
The depositor's hits bear a star. This is a subset. The share of hits here may be higher or lower than overall.

SMILES	Pf gametocyte
COc1ccc(NC(=O)c2ccco2)cc1NC(=O)COc1ccccc1	-21
COc1cccc(-c2ncc3ccccc3c2COC(=O)CCC(=O)O)c1	13
Cc1ccc(S(=O)(=O)NC(C)(C)CN2CCCCC2)cc1	-6
CC1CN(C(C)C)C(C)CC1OC(=O)c1ccccc1 (stereo unspecified)	-19
COC(=O)C1(C)CCC(C(=O)Nc2ccccc2)C1(C)C (stereo unspecified)	2
C[C@@H]1CCC[C@@]2(O[C@@H](CCO)C[C@@H](O)[C@@H]2O)O1	-12
Cc1ccc(NC(=O)c2cccs2)cc1NC(=O)c1cccc(F)c1	4
Cc1ccc(C(=O)Cn2c(C(=O)OCCO)cc3ccccc32)cc1	-27
COc1cc(C)c(C(=O)CC(=O)c2c(C)cc(OC)cc2C)c(C)c1	11
COc1cccc(CN2CCN(C(c3ccccc3)c3ccccc3)CC2)c1O	1
CCOc1ccc(CN2CCN(C(=O)c3cccc4ccccc34)CC2)cc1	-34
O=S(=O)(c1ccc(F)cc1)N1CCCC1	-21
Cc1ccccc1NC(=O)C1COc2ccccc2O1 (stereo unspecified)	-20
O=C1CCN(CCc2ccccc2)CCN1[C@H](COc1ccccc1)c1ccccc1	12
C#CCOCCOCCOCCNc1nc(N2CCN(C(=O)Cn3cc(CC(C)O)nn3)CC2)nc(N2CCN(C(=O)[C@H](CCCCN)n3cc(CCCC)nn3)CC2)n1 (stereo partly specified)	2
COc1ccccc1N1CCN(c2nccc(C)n2)CC1	-7
O=C(O)c1ccc(NC(=O)c2ccccc2NC(=O)c2ccccc2Br)cc1	-4
COc1ccc(CCNC(=O)c2ccc(OC)c(OC)c2)cc1OC	10
CCCOc1ccc(C2C3=C(CCCC3=O)N(CC(=O)O)C3=C2C(=O)CCC3)cc1OCC	-14
CCN1/C(=C2/SC(=S)N(C)C2=O)C=Cc2cc(C)ccc21	7
O=C1CC[C@@H]2CC(N3CCN(c4ccccc4)CC3)C[C@@H]3CCN1[C@H]23 (stereo partly specified)	-5
COCCCNC(CC(=O)Nc1cc(C)cc(C)c1)C(=O)O (stereo unspecified)	-2
CCC(CO)Oc1cc(NC(=O)c2ccccc2C)c2ncn(C(C)C)c2c1 (stereo unspecified)	-18
O=C(O)c1ccc(-c2noc(-c3ccccc3F)n2)cc1	-39
CCn1c(SCC(=O)Nc2cccc(OC)c2)nc2ccccc2c1=O	2

Of the compounds above, these contain fluorine:
SMILES	Pf gametocyte
Cc1ccc(NC(=O)c2cccs2)cc1NC(=O)c1cccc(F)c1	4
O=S(=O)(c1ccc(F)cc1)N1CCCC1	-21
O=C(O)c1ccc(-c2noc(-c3ccccc3F)n2)cc1	-39

Going on with the list.
SMILES	Pf gametocyte
O=C(NCc1ccccc1)C1(C(F)(F)F)C/C(=C\CCO)CCCO1 (stereo unspecified)	16
Cc1cccc(C(=O)Nc2scc(-c3ccc(Br)cc3)c2C(=O)O)c1	9
O=C(Cn1nnc(-c2ccccc2F)n1)N1CCCCC1	11
Cc1nc2c(cc1NC(=O)c1ccccc1)nc(C)n2Cc1ccccc1	-10
CC(=O)NN(O)C1N(C)C(=O)N(Cc2ccccc2)C1(C)C (stereo unspecified)	12
CCOc1cc(CNCc2cc(OC)cc(OC)c2)ccc1OC	10
O=C1c2ccc(-c3ccc(F)cc3OCc3ccccc3)cc2S(=O)(=O)c2cccc(C(=O)N3CCN(c4ncc(Br)cn4)CC3)c21	20
CN1CCN(C(=O)CNC(=O)Cc2ccc(Cl)cc2)CC1	-4
CCN(CC)C(=O)c1sc2nc(-c3ccccn3)[nH]c(=O)c2c1C	18
Cc1cccc(NC(=O)c2cc3ccccc3oc2=O)c1	12
Cc1cc(C)cc(C(=O)NCCCN2CCOCC2)c1	-2
O=C(O)c1cccc(COc2cccc3ccccc23)c1	-10
CN(C)c1cc[n+](CC[n+]2ccc(N(C)C)cc2)cc1	-19
CN(C)CCCCCCCCCCC(=O)/C=N/O	25
O=C(NC1CCCCC1)c1cccc2c1C(=O)c1ccc(N3CCCC3)cc1S2(=O)=O	-1
COC(=O)[C@]1(C)N[C@H](c2ccc(-c3ccc(OC)cc3)cc2)[C@@H]2C(=O)N(C)C(=O)[C@@H]21	-2
O=C(NC12CC3CC(CC(C3)C1)C2)c1ccco1	7
CC(C)C[C@H](NC(=O)c1nc[nH]c1C(=O)NCc1ccc(CNC(=O)OC(C)(C)C)cc1)C(=O)OCc1ccccc1	-18
CN(CC1CCN(CCc2cccc(C(F)(F)F)c2)CC1)C(=O)c1ccc(F)cc1	2
N#Cc1cccc(CN2CCC(=O)N(CCO)CC2)c1	11
Nc1c(Cl)ncnc1NCc1ccccc1	-4
O=C(NCCN1CCN(c2cccc(Cl)c2)CC1)c1cccn2c(=O)c3ccccc3nc12	12
O=C(O)/C=C/c1ccc(S(=O)(=O)Nc2cccnc2)cc1	3
CCOC(=O)C1(CCOc2ccccc2)CCN(CC=C(C)C)CC1	-5
Cc1c(Cl)cccc1NC(=O)c1cccnc1	-4
Next structures:
SMILES	Pf gametocyte
COc1ccc(CN2CCN(S(=O)(=O)c3ccc(C)cc3)CC2)cc1OC	9
COc1ccccc1N1CCN(C(=O)CCC(=O)N2CCN(c3ccccc3OC)CC2)CC1	0
COc1ccccc1NC(=O)C1=C(C)Nc2nc(-c3cccnc3)nn2C1c1ccccn1 (stereo unspecified)	-12
O=C(OCc1ccccc1)/C(=C(\O)c1ccccc1Br)c1ccc(-c2ccccc2)cn1	-7
O=C(O)/C=C/C(=O)Nc1ccc(C2(c3ccc(NC(=O)/C=C/C(=O)O)cc3)c3ccccc3-c3ccccc32)cc1	6
COC(=O)[C@H]1[C@H](c2ccccc2)[C@H](C(=O)OC)O[C@H]1c1ccccc1	-1
CC(C)(C)C(=O)NC1CC2CCCC(C1)N2C(=O)Nc1ccc(Cl)cc1 (stereo unspecified)	-5
CCc1ccccc1-n1ncc(C(=O)Nc2ccccc2OC)c1C	-2
Cc1ccc(S(=O)(=O)Oc2ccc3ccc(O)cc3c2)cc1	20
COc1ccc(N=Nc2cc(-c3ccccc3)ccc2O)cc1	-38
CCOc1ccc(C(C)NC(=O)c2cccs2)cc1OCC (stereo unspecified)	-25
CN1C(=O)/C(=C/c2ccc(OCc3ccc(F)cc3)cc2)N(C)C1=S	12
CC1(C)CC(=O)C=C(c2cccc(CO)c2)C1	15
Cn1ncc([N+](=O)[O-])c1C(=O)Nc1ccccc1	18
Cc1cccc(C(=O)Nc2c(C(=O)N(C)C)cnn2-c2ccccc2)c1	0
O=C(CN1CCCCCC1)NC(c1ccccc1)c1ccccc1	-4
Cc1cc(NC(=O)COc2ccccc2)ccc1Cl	-13
Cc1ccc2nc(NC(=O)c3ccccc3F)sc2c1	-23
O=C(O)[C@]1(S(=O)(=O)c2ccccc2)C[C@@H]2ON=C(c3cccc(Br)c3)[C@@H]2C1	20
CC(C)NC(=S)NC(c1ccccc1)(c1ccccc1)c1ccccc1	-12
Cc1c(O[C@@H]2O[C@H](CO)[C@@H](O)[C@H](O)[C@H]2O)c(CO)c(O[C@@H]2O[C@H](CO)[C@@H](O)[C@H](O)[C@H]2O)c2c1O[C@@H](c1ccccc1)C[C@@H]2O	10
Cc1ccc(CNC(=O)CN(c2ccc(Cl)cc2)S(C)(=O)=O)cc1	-7
CCn1cc(C(=O)Nc2ccc(C)cc2[N+](=O)[O-])c(C)n1	9
Cn1cc(C(c2ccccc2OCC(=O)O)c2cn(C)c3ccccc23)c2ccccc21	-16
Cc1cc2[nH]c(=O)cc(-c3ccccc3)n2n1	-3
Further compounds:
SMILES	Pf gametocyte
CCOC(=O)CN(C)C(=O)C1CCCN1C(=O)OC(C)(C)C (stereo unspecified)	11
CCN1C[C@@H]2[C@@H]3C(=O)N(Cc4ccccc4)C(=O)[C@@H]3[C@](CC)(C1=O)N2C(=O)c1ccc(Br)cc1	-8
Cc1ccc(NC(=O)C2CCCO2)c(Br)c1 (stereo unspecified)	18
C[C@H]1CN([C@@H](C)CO)C(=O)Cc2cc(NC(=O)Cc3ccccc3)ccc2O[C@H]1CN(C)S(=O)(=O)c1cccs1	-6
Cn1c(=O)n(C)c2cc(S(=O)(=O)Nc3ccc(F)cc3)ccc21	10
COc1ccc(NC(=O)c2cccc(NS(=O)(=O)c3ccccc3)c2)cc1	1
COC(=O)c1ccc([C@H]2CC(=O)O2)cc1	-28
Cc1nc2ccc([N+](=O)[O-])cc2c(=O)n1Cc1ccc(F)cc1	-2
O=C(CCCCC(=O)Nc1ccccc1)Nc1ccccc1	8
CCN1C(=O)[C@H]2[C@@H](c3ccc(C)cc3)N3C(=O)N(c4cccc(Cl)c4)C(=O)[C@@]3(Cc3ccccc3)[C@H]2C1=O	23
Cc1cc(C)c(OCCCCN2CCNCC2)c(C)c1	2
O=C(CNC(=O)c1ccccc1F)c1ccccc1	9
Cc1cccc(C)c1N1C(=O)C(Cl)=C(N2CCCC2)C1=O	-21
CCn1c(=O)c(C(=O)NCc2ccc(Cl)cc2)c(O)c2ccccc21	14
CC(C)C(=O)NCCc1nc(-c2ccc(Cl)cc2)no1	-5
COc1ccc(Nc2cc(C)nc3ncnn23)cc1Cl	19
CCOc1cc(/C=N/NC(=O)CN2CCCCC2)ccc1O	-7
COc1ccc(CCNC(=O)c2cccc3ccccc23)cc1OC	-28
C[C@H](CO)N1C[C@H](C)[C@@H](CN(C)C(=O)Nc2ccc(C(F)(F)F)cc2)Oc2c(NC(=O)Nc3ccc(C(F)(F)F)cc3)cccc2C1=O	8
O=C(O)/C(=C\c1ccco1)NC(=O)c1ccco1	-2
O=c1c2ccccc2oc2ccc(C#CC3(O)CCCCC3)cc12	-38
CC(C)(C)OC(=O)NCc1ccc(NC(=O)c2nc[nH]c2C(=O)NCCN(CCNC(=O)c2[nH]cnc2C(=O)Nc2ccc(CNC(=O)OC(C)(C)C)cc2)CCNC(=O)c2[nH]cnc2C(=O)Nc2ccc(CNC(=O)OC(C)(C)C)cc2)cc1	6
Cc1cc(C)c[n+](CC(=O)c2ccccc2)c1	15
CC1=C[C@@H](C)[C@@H](c2ccc(C(F)(F)F)cc2)OC1=O	-33
O=C(NCCO)c1ccc2nc(Cc3cccc(Cl)c3)oc2c1	17
Next part:
SMILES	Pf gametocyte
Cc1cn(C2OC(CC(=O)Oc3ccccc3)C(O)C2O)c(=O)[nH]c1=O (stereo unspecified)	-6
Cc1ccccc1C(=O)NC(=S)Nc1ncccn1	-11
Cc1cc(Br)c(S(=O)(=O)NCc2cccnc2)cc1C	6
COc1cc2sc(-c3ccc(S(C)(=O)=O)cc3)c(C(=O)NCc3ccc(C)o3)c2cc1OC	-9
COc1cc(OC)cc(C(=O)N2CCN(C3CCCCC3)CC2)c1	11
COc1cccc(-c2cc(C(=O)Nc3ccccc3)c3ccccc3n2)c1	3
C[C@H](CO)N1C[C@H](C)[C@@H](CN(C)C(=O)Nc2ccc3c(c2)OCO3)Oc2ccc(NC(=O)Cn3cnnn3)cc2C1=O	4
COC(=O)c1sccc1NC(=O)c1cccc(Cl)c1	5
CCc1ccc(OCC(=O)Nc2ccncc2)cc1	9
Cc1sc2nc[nH]c(=O)c2c1-c1ccc(F)cc1	17
Cc1cc([N+](=O)[O-])c(NCCCCCCO)c([N+](=O)[O-])c1	14
CCCCNc1c(-c2ccc(OC)c(SC(C)CC)c2)nc2ccc(Cl)cn12 (stereo unspecified)	-39
COc1ccc(C2CC(c3ccccc3O)=NN2c2ccccc2)cc1 (stereo unspecified)	4
COc1ccc(N(CC(=O)Nc2cccc3ccccc23)S(C)(=O)=O)cc1	8
O=S(=O)(NC(=S)c1ccccc1)c1ccccc1	4
CC(=O)N(CCc1ccccc1C)Cc1cc2cc(C)ccc2[nH]c1=O	5
O=C(Nc1nc2ccccc2s1)c1ccccc1[N+](=O)[O-]	24
Clc1ccc(-c2csc(N3CCCCCC3)n2)cc1	-34
O=C(O)c1ccc(-c2cccc(Cl)c2)o1	-31
Cc1ccc(F)cc1NC(=O)C1C2CCC(O2)C1C(=O)O (stereo unspecified)	-12
CCC(C(=O)NCCc1ccccc1)c1ccccc1 (stereo unspecified)	14
CC(C)(C)c1ccc(C(=O)N2CCN(Cc3ccccc3)CC2)cc1	0
C[C@H](CO)N1C[C@H](C)[C@@H](CN(C)C(=O)Nc2ccc(C(F)(F)F)cc2)Oc2ccc(NC(=O)c3ccncc3)cc2C1=O	-8
COc1ccc2oc(C)c(C(=O)c3ccccc3)c2c1	-5
CCOC(=O)C1CCN(C/C=C/c2ccccc2[N+](=O)[O-])CC1	20
O=C1NN(c2ccccc2)C(=O)/C1=C\c1ccc2c(c1)OCO2	-23
COc1ccc(NC(=O)CSCc2ccc([N+](=O)[O-])cc2)cc1OC	-2

Gathered by group, the compounds so far containing a COOH group.
SMILES	Pf gametocyte
COc1cccc(-c2ncc3ccccc3c2COC(=O)CCC(=O)O)c1	13
O=C(O)c1ccc(NC(=O)c2ccccc2NC(=O)c2ccccc2Br)cc1	-4
CCCOc1ccc(C2C3=C(CCCC3=O)N(CC(=O)O)C3=C2C(=O)CCC3)cc1OCC	-14
COCCCNC(CC(=O)Nc1cc(C)cc(C)c1)C(=O)O (stereo unspecified)	-2
O=C(O)c1ccc(-c2noc(-c3ccccc3F)n2)cc1	-39
Cc1cccc(C(=O)Nc2scc(-c3ccc(Br)cc3)c2C(=O)O)c1	9
O=C(O)c1cccc(COc2cccc3ccccc23)c1	-10
O=C(O)/C=C/c1ccc(S(=O)(=O)Nc2cccnc2)cc1	3
O=C(O)/C=C/C(=O)Nc1ccc(C2(c3ccc(NC(=O)/C=C/C(=O)O)cc3)c3ccccc3-c3ccccc32)cc1	6
O=C(O)[C@]1(S(=O)(=O)c2ccccc2)C[C@@H]2ON=C(c3cccc(Br)c3)[C@@H]2C1	20
Cn1cc(C(c2ccccc2OCC(=O)O)c2cn(C)c3ccccc23)c2ccccc21	-16
O=C(O)/C(=C\c1ccco1)NC(=O)c1ccco1	-2
O=C(O)c1ccc(-c2cccc(Cl)c2)o1	-31
Cc1ccc(F)cc1NC(=O)C1C2CCC(O2)C1C(=O)O (stereo unspecified)	-12

Reprinted at random: 2 records from the list.
SMILES	Pf gametocyte
COc1ccc(N(CC(=O)Nc2cccc3ccccc23)S(C)(=O)=O)cc1	8
Cc1ccccc1C(=O)NC(=S)Nc1ncccn1	-11

Bioassay records (PubChem BioAssay)
